Mito fusion act: blocks mitochondrial division or promotes mitochondrial fusion. Potency, µM (top dose mostly 46.1 µM), for inactives: at the top dose growth rescue (activation), usual class: activators. 320,000 compounds, 0.23% hits. S. cerevisiae fusion-defective mutant growth rescue, CellTiterGlo 48 h;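 note: potency is the fitted concentration of half-maximal effect; % of control where 0% means no effect; nearly all actives have a fitted effect of over 45% in size; temperature-sensitive fusion mutants such as fzo1-1 at 37 °C on non-fermentable ethanol glycerol medium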
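Luminescent cell viability in 1536-well qHTS format served as the measure of rescued growth in ts fusion-mutant S. cerevisiae cultured on non-fermentable YPEG for 48 hours at 37C.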
Eya2 phos inh: inhibitors of human Eya2 phosphatase activity. recombinant Eya2, OMFP fluorescence dephosphorylation (OMFP is methylfluorescein phosphate). Potency, µM (top dose mostly 76.9 µM), for inactives: at the top dose activity, negative = inhibition, most hits filed as inhibitors. 330,000 compounds, 0.006% hits; note: potency is the fitted concentration of half-maximal effect; % is set by controls: 0 for no effect and ±100 for the full control effect
Target sequence (O00167 whole entry, looked up): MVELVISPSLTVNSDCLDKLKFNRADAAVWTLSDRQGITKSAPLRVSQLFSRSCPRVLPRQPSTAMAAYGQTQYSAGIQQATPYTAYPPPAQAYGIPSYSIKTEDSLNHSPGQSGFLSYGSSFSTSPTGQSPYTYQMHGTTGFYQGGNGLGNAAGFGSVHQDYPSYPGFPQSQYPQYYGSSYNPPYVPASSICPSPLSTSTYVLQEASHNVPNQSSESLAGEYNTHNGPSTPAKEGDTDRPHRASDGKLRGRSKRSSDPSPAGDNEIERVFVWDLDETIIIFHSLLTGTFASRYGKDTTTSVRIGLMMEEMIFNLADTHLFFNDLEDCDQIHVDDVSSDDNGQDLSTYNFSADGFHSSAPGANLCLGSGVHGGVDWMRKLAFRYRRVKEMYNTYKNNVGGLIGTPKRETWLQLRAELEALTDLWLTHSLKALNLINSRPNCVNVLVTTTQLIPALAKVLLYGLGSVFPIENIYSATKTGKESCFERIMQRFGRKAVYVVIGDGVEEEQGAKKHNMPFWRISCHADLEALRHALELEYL
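Eya2 protein (added as 0.2 uM solution) was preincubated with compound for 10 min at ambient temperature in 50 mM HEPES pH 7.5, 50 mM NaCl, 5 uM MgCl2, 0.05% BSA, 1 mM DTT. OMFP (added at 50 uM) then reacted 10 min; fluorescence read at 485/525 nm.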
TSHR antag: blocks TSH signaling through the human TSH receptor; TSHR-expressing cells, TSH-stimulated cAMP HTRF, 2 h; stronger effect = lower value; 330,000 compounds, 0.2% hits; activity change, negative = inhibition, % at 11.5 µM; AID 504810;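 active = activity change below a set negative limit, meaning inhibition stronger than a set level, cut at about -70% in these data; inconclusive = activity change between two set negative limits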; note: % is set by controls: 0 for no effect and ±100 for the full control effect
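Inhibition of cAMP made by TSHR-expressing cells under TSH stimulation (4nM final, EC80; 2 h, 37 deg C) is quantified with a one-step lysis HTRF kit, anti-cAMP cryptate versus cAMP-d2.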
A-T KAP1 phos: potential ataxia-telangiectasia treatment. Potency, µM (series often up to 57.5 µM), for inactives: top-dose activation, most hits filed as activators. AID 485349. […] A-T fibroblasts, KAP-1 phosphorylation AlphaLISA; neocarzinostatin DNA damage 30 min before lysis. 320,000 compounds, 0.19% hits; note: potency is the fitted concentration of half-maximal effect; % of control where 0% means no effect; nearly all actives have a fitted effect of over 45% in size
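ATM-like activity read as KAP-1 phosphorylation via AlphaLISA donor/acceptor antibody pairs after lysis and 6 hr at 25C. Cells were ATM-null patient fibroblasts ([…], hTERT), dosed 60 min, then exposed to the DSB inducer NCS for 30 min.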
TSG101-PTAP inh: blocks PTAP/TSG101 interaction to inhibit HIV-1 budding; 340,000 tested, under 10 active; Potency, µM (doses to about 115 µM), without a hit: at the highest dose activity change, negative = inhibition, usual class: inhibitors; Q99816; Fluorescence polarization, FITC-PTAP peptide / Tsg101 binding; active = well fitted inhibition curve with a large enough effect in the main read-out, with a control signal flat, not every such curve was filed as active; inconclusive = small, poorly fitted or top-dose-only effect, or effect the other way, or a change in a side signal; inactive = no such curve, though single readings can be large or run the other way; note: potency is the fitted concentration of half-maximal effect; % of control where 0% means no effect
Target sequence (Q99816 whole entry, looked up): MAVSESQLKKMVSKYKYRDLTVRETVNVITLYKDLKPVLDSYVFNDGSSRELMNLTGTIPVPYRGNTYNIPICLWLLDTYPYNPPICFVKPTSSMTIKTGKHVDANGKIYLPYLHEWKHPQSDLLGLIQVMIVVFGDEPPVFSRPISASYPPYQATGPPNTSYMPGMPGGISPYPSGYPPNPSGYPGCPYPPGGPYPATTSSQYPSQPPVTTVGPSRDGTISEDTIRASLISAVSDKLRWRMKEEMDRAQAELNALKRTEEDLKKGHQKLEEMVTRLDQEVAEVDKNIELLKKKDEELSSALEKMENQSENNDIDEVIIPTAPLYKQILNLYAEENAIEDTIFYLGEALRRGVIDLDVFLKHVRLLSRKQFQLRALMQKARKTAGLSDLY
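Fluorescence anisotropy tracks displacement of a FITC-tagged PTAP peptide (50 nM) from the Tsg101 binding domain (10 uM), following a 20 min room-temperature incubation at pH 7.5.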
ELG1 repair inh: blocks ELG1-dependent DNA repair in HEK293T cells. Potency, µM (titrated, usually from 46.1 µM), without a hit: at the highest dose activity change, negative = inhibition, usual class: inhibitors. 330,000 compounds, 2.3% hits. HEK293T ELG1-luciferase reporter, luminescence, 16 h; DNA damage induced by 5-fluorouridine; note: potency is the fitted concentration of half-maximal effect; % is set by controls: 0 for no effect and ±100 for the full control effect; nearly all actives have a fitted effect of over 55% in size
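Cells (2,000 per well) received 5-fluorouridine plus test compound or DMSO and were incubated 16 hr at 37 °C, 5% CO2. Luciferase activity was read by luminescence 30 min after ONE-Glo addition; signal suppression marked inhibition of damage-induced ELG1 function.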
Tb PFK block: blocks T. brucei phosphofructokinase; 330,000 compounds, 0.17% hits; Potency, µM (titrated, usually from 57.5 µM), without a hit: at the highest dose activity, negative = inhibition, most hits filed as inhibitors; T. brucei PFK, ADP-Glo luminescence;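 note: potency is the fitted concentration of half-maximal effect; 0% = uninhibited 1x PFK enzyme wells and -100% = no-enzyme wells; nearly all actives have a fitted effect of over 60% in size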
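1.25 nM PFK with 0.5 mM F6P and 0.1 mM ATP in 0.1 M TEA pH 8.0, 5 mM MgCl2, incubated 45 min at room temperature; ADP measured by ADP-Glo luminescence; compounds titrated up to 57 uM.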
Integrin act MD: activators of alpha7 integrin expression for muscular dystrophy. alpha7betagal myoblasts, beta-gal FDG fluorescence, 48 h. Potency, µM (series often up to 38.3 µM), for the others: at the top dose activation, actives largely listed as activators. 350,000 compounds, 0.064% hits;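 note: potency is the fitted concentration of half-maximal effect; 100% = response of the positive control SU9516; nearly all actives have a fitted effect of over 60% in size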
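Alpha7betagal+/- myoblasts (passage 13) were plated 16-24 hr, then exposed to compounds (1:260 dilution of DMSO stock) for 48 hours at 37C. After MPER lysis, β-galactosidase reporter activity was read as FDG fluorescence (ex 480/em 540) after 30 minutes.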
Chronic BCR inh: chronic active BCR signaling inhibition | Potency, µM (doses to about 46.1 µM), inactives show top-dose ratio change, negative = lower green/red ratio, usual class: inhibitors | ABC-DLBCL IkBa-CBG/CBR reporter, luminescence ratio, 4 h | 340,000 compounds, 0.05% hits; active = well fitted inhibition curve with a large enough effect in the signal ratio, with a control signal flat, not every such curve was filed as active; inconclusive = small, poorly fitted or top-dose-only effect, or effect the other way, or a change in a side signal; the % refers to the signal ratio;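 note: potency is the fitted concentration of half-maximal effect; plate controls were basal doxycycline-induced cells for no effect and cells given 10 µM MG132 for full effect; MG132 reads +100%, hits lower the ratio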
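Compounds up to 46 uM were incubated four hours with TMD8 cells whose green CBG68 luciferase is fused to IkappaBalpha; red CBR luminescence normalised the signal, and concentration-effect curves were fitted to fusion, red and ratio data.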
ASM inhibitor: human S-ASM enzyme inhibition; P17405; placental ASM, HMU-PC fluorogenic substrate, 60 min; Potency, µM (top dose mostly 57.5 µM), without a hit: at the top dose activity change, negative = inhibition, hits mostly inhibitors; 340,000 compounds, 0.006% hits; AID 504937; note: potency is the fitted concentration of half-maximal effect
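Fluorogenic HMU-PC substrate (9 uM final) is turned over by placental ASM in 60 min at 37 C after a 10 min compound preincubation. Reaction ended by alkaline stop (pH 10), with fluorescence read at 386/447 nm.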
TCR act: activators of T cell receptors; primary human leukocytes, anti-CD3, IL-2 HTRF, 48 h; 330,000 tested, under 10 active; Potency, µM (series often up to 9.22 µM), without a hit: at the top dose activation of IL-2 secretion, usual class: activators; note: % of control where 0% means no effect
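Human primary leukocytes + a-CD3 beads + cpd, 48 hr; IL-2 in supernatant by HTRF (ex 320nm / em 665nm). No co-stimulatory signal supplied.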
The depositor's hits bear a star; u = inconclusive; x = no result given; [ ] = remark or other dose. Unless noted, calls come from the whole dose curve; as a rule, active = well fitted curve in the direction sought with a large enough effect; inconclusive = small, poorly fitted or top-dose-only effect, or another doubt; inactive = no such curve, though single readings can be large; an effect the other way counts as inactive or inconclusive. Hits appear at their usual frequency, and some 3.2% of all compounds hit somewhere here.

[1] COc1ccccc1CNc1nc2nc(C)cc(=O)n2[nH]1
[2] Brc1ccccc1Cn1cnc2ccccc21
[3] COc1ccc(-c2csc(NC(=O)C3CCN(c4ncnc5sc(C)c(C)c45)CC3)n2)cc1OC
[4] COc1ccc(C(=O)N2CCN(c3ccc(F)cc3)CC2)cc1S(=O)(=O)NC1CC1
[5] Cc1cc(-c2ccccc2)c2c(=O)n(-c3ccccc3)[nH]c2n1
[6] O=C(NCCNc1ccc([N+](=O)[O-])cc1C(F)(F)F)c1ccc(F)cc1

entry no.	1	2	3	4	5	6
Mito fusion act	-2%	-5%	0%	-2%	5%	20%
Eya2 phos inh	9%	8%	15%	3%	4%	-2%
TSHR antag	-20	3	-77*	1	-6	-12
A-T KAP1 phos	x	15%	-1%	4%	-3%	-1%
TSG101-PTAP inh	0%	-2%	-4%	-1%	-1%	-1%
ELG1 repair inh	6%	5%	5.2µM*	u	11%	-28%
Tb PFK block	-6%	-1%	1%	-8%	-4%	-1%
Integrin act MD	-12%	0%	-52%[inhibitor]	u	14%	6%
Chronic BCR inh	u	-13%	2%	0%	u	9%
ASM inhibitor	7%	-1%	-13%	-1%	-5%	-7%
TCR act	2%	6%	3%	-14%	1%	0%[46.1 µM]

[7] Cc1nc(-c2ccc(F)cc2)c(CC(=O)NCC(=O)Nc2ccc(F)c(F)c2)s1
[8] CC1(C)O[C@@H]2[C@H](O1)[C@@H](CO)O[C@H]2n1ccc(=O)[nH]c1=O
[9] Cc1nnc(SCC(=O)NCc2cccs2)n1-c1ccccc1
[10] N/C(=N\OC(=O)CCn1cccc(C(F)(F)F)c1=O)c1ccc(Cl)cc1
[11] CC(C)CN(C(=O)c1cc(Cl)nc2ccccc12)C1CCS(=O)(=O)C1 (stereo not given)
[12] Cn1cnc2c1c(=O)n(Cc1ccccc1)c(=O)n2C

entry no.	7	8	9	10	11	12
Mito fusion act	-4%	-2%	4%	0%	13%	2%
Eya2 phos inh	-16%	7%	0%	-5%	-1%	4%
TSHR antag	5	2	13	4	28	7
A-T KAP1 phos	4%	16%	1%	2%	23%	12%
TSG101-PTAP inh	0%	-2%	-6%	1%	0%	-5%
ELG1 repair inh	-7%	0%	0%	u	6%	11%
Tb PFK block	-15%	-1%	3%	-1%	4%	-4%
Integrin act MD	46%	-12%	9%	13%	8%	-12%
Chronic BCR inh	0%	2%	u	7%	-21%	u
ASM inhibitor	-2%	4%	4%	-2%	0%	9%
TCR act	x	-2%	-7%	5%	3%	0%

Complete entries, quoted from the list. Values in the order: Mito fusion act | Eya2 phos inh | TSHR antag | A-T KAP1 phos | TSG101-PTAP inh | ELG1 repair inh | Tb PFK block | Integrin act MD | Chronic BCR inh | ASM inhibitor | TCR act
Results for COc1ccccc1CNc1nc2nc(C)cc(=O)n2[nH]1 : -2% | 9% | -20 | x | 0% | 6% | -6% | -12% | u | 7% | 2%
Results for N/C(=N\OC(=O)CCn1cccc(C(F)(F)F)c1=O)c1ccc(Cl)cc1 : 0% | -5% | 4 | 2% | 1% | u | -1% | 13% | 7% | -2% | 5%
Results for O=C(NCCNc1ccc([N+](=O)[O-])cc1C(F)(F)F)c1ccc(F)cc1 : 20% | -2% | -12 | -1% | -1% | -28% | -1% | 6% | 9% | -7% | 0%[46.1 µM]

Further compounds.
[13] Cc1ccc(CS(=O)(=O)CCC(=O)O)cc1
[14] Cc1ccc(C)c(N(CC(=O)NCC2CCCO2)C(=O)CCC(=O)Nc2nccs2)c1 (stereo not given)
[15] CN(C)C(=O)CSc1n[nH]c(=O)n1CCc1ccccc1
[16] COc1ccc(C(C(=O)NCCC(C)C)N(CCCO)C(=O)c2snc(C(N)=O)c2N)cc1OC (stereo not given)
[17] Cc1ccc(C(=O)N(C)c2ccc(OCC(=O)N3c4ccc(C)cc4C4CN(C)CCC43)cc2)cc1 (stereo not given)
[18] COC(=O)C(C(=O)OC)=C(/C=C/N(C)C)N(C)C

entry no.	13	14	15	16	17	18
Mito fusion act	-4%	-3%	-3%	1%	-5%	1%
Eya2 phos inh	11%	0%	4%	7%	-13%	0%
TSHR antag	41	0	0	-7	-8	-6
A-T KAP1 phos	6%	2%	1%	7%	1%	0%
TSG101-PTAP inh	-3%	0%	-1%	1%	-8%	-7%
ELG1 repair inh	u	-1%	-2%	-4%	u	5%
Tb PFK block	-2%	-1%	-3%	-6%	1%	23%
Integrin act MD	u	27%	3%	-3%	-18%	-12%
Chronic BCR inh	17%	0%	u	4%	-1%	2%
ASM inhibitor	4%	0%	-10%	103%[activator]	4%	3%
TCR act	-7%	-8%	-6%	-2%	-8%	3%

[19] CS(=O)(=O)N(CC(=O)NC1CC1)c1cccc(F)c1
[20] NC(N)=N/N=C/c1cccc([N+](=O)[O-])c1O
[21] COc1ccc(CNC(=O)C2CCN(S(=O)(=O)N3CCC4(CC3)OCCO4)CC2)c(OC)c1
[22] CCOc1cc(/C=N\O)cc(Cl)c1OCC
[23] CCc1nnc(NS(=O)(=O)c2ccc(N=Cc3c(C)[nH]n(-c4ccc(Cl)cc4)c3=O)cc2)s1
[24] O=C(O)c1cn(Cc2ccccc2)c2ccccc2c1=O

entry no.	19	20	21	22	23	24
Mito fusion act	-2%	6%	-8%	-26%	-4%	0%
Eya2 phos inh	22%	-5%	-6%	-1%	-12%	5%
TSHR antag	4	29	-1	-15	-11	-8
A-T KAP1 phos	9%	-1%	-2%	-2%	7%	-4%
TSG101-PTAP inh	-4%	-2%	-1%	-1%	0%	1%
ELG1 repair inh	3%	1%	1%	-13%	-2%	-1%
Tb PFK block	-1%	-1%	-2%	-1%	7%	6%
Integrin act MD	8%	2%	-30%	28%	1%	-13%
Chronic BCR inh	18%	5%	u	-16%	-7%	3%
ASM inhibitor	5%	-4%	x	-1%	u	-1%
TCR act	-9%	-27%	-2%	-1%[46.1 µM]	1%	3%[46.1 µM]

[25] COc1ccc(C(=O)COC(=O)c2ccc3c(c2)OCO3)c(OC)c1
[26] Cc1ccc(S(=O)(=O)/N=C(/c2ccc(F)cc2)N2CCCCC2)cc1
[27] CCC(C(=O)NCC1CCCO1)N(C(=O)CNS(=O)(=O)c1ccccc1)c1ccc(F)cc1 (stereo not given)
[28] Cn1c(Cc2cccs2)nnc1SCc1nc2ccccc2[nH]1
[29] Cc1cc(C)cc(OCc2ccc(C(=O)NC3CCOC3=O)o2)c1 (stereo not given)
[30] O=C1OCCC1Sc1nnc(-c2cccnc2)n1-c1ccccc1F (stereo not given)

entry no.	25	26	27	28	29	30
Mito fusion act	12%	3%	4%	2%	-3%[9.22 µM]	7%
Eya2 phos inh	-10%	-1%	-6%	9%	-17%	1%
TSHR antag	-3	14	-15	-1	37	1
A-T KAP1 phos	7%	-1%	1%	9%	-3%	-2%
TSG101-PTAP inh	2%	2%	-3%	-6%	-2%	1%
ELG1 repair inh	u	4%	-12%	-4%	u	19%
Tb PFK block	u	-5%	-2%	-3%	3%	9%
Integrin act MD	9%	-10%	u	-13%	9%	2%
Chronic BCR inh	-6%	-9%	-5%	6%	u	1%
ASM inhibitor	-8%	2%	4%	4%	11%	2%
TCR act	7%	0%[46.1 µM]	4%	-7%	-1%	1%

[31] OC1CN=C2Sc3ccccc3N2C1 (stereo not given)
[32] CCOc1cc(/C=C/C(=O)OCC(=O)NCCN2C(=O)CSC2=O)ccc1OCC(C)C
[33] Cn1c(=O)oc2cc(S(=O)(=O)CCC(=O)N3CCN(c4ccccc4)CC3)ccc21
[34] CC(C)C1Nc2ccc(S(=O)(=O)N3CCOCC3)cc2NC1=O (stereo not given)

entry no.	31	32	33	34
Mito fusion act	-6%	1%	2%	0%
Eya2 phos inh	8%	10%	-3%	6%
TSHR antag	-1	-7	-3	-6
A-T KAP1 phos	1%	1%	-13%	1%
TSG101-PTAP inh	-7%	1%	3%	-2%
ELG1 repair inh	-6%	-11%	7%	-1%
Tb PFK block	0%	0%	2%	2%
Integrin act MD	7%	25%	0%	-3%
Chronic BCR inh	-5%	-4%	-1%	1%
ASM inhibitor	1%	0%	17%	4%
TCR act	-3%	x	-2%	1%
